Growth percent in the NCI-60 one-dose screen (48 h, 10 µM unless noted): 100 = growth as untreated, 0 = no growth, -100 = all killed.
SNB-75 – SNB-75 CNS cancer; 5% of 79,000 active; AID 1794750
SF-539 – SF-539 CNS cancer; 6.8% of 81,000 active
HCC-2998 – HCC-2998 colon cancer. 4.7% of 79,000 active
PC-3 – PC-3 prostate cancer cells. 3.9% of 80,000 active
DU-145 – DU-145 prostate cancer; 4.2% of 81,000 active
SNB-19 – SNB-19 CNS cancer cells; AID 1794751; 2.5% of 81,000 active
KM12 – KM12 colon cancer cells; 5% of 82,000 active; AID 1794800
SW-620 – SW-620 colon cancer; AID 1794795; 5.2% of 82,000 active
HT29 – HT29 colon cancer; 7.4% of 81,000 active; AID 1794748
Numbers without * were called inactive; / = no result given; & = joins results of further samples. How the source made its calls: active means growth percent below 10; inactive means the rest.

no. | Molecule | SF-539 | PC-3 | DU-145 | SNB-19 | HCC-2998
1 | CCOC(=O)c1cnn(CC(O)CC)c1NC(=O)NCc1cccc(C(F)(F)F)c1 (centres undefined) | 103 | 93 | 103 | 105 | 94
2 | COc1ccc(-c2nnc(-c3ccc4c(c3)nc(-c3ccccn3)n4C3CCCCC3)o2)cc1 | 89 | 33 | 71 | 102 | 94
3 | CC(=O)Cc1nsc(NC(=O)c2cc(-c3cc(C(F)(F)F)ccc3Cl)oc2C)n1 | 94 | 102 | 100 | 96 | 111
4 | CCCCCCCCCCCC(=O)NC(CCC(=O)O)C(=O)O (centres undefined) | 101 | 92 | 103 | / | 108
5 | CC(C)NC(=O)c1c2c(n3ccccc13)C(=O)c1ccccc1C2=O | 99 | 79 | 98 | 97 | 105
6 | O=C(CCCCC(=O)N/N=C\c1cc(Cl)ccc1O)N/N=C\c1cc(Cl)ccc1O | 79 | 67 | 86 | 66 | 82
7 | Cc1nc2cc(Nc3nc(NCCO)nc(Nc4ccc(F)cc4)n3)ccc2n1Cc1ccccc1 | 94 | / | 89 | 100 | 106
8 | CC(=O)Oc1ccccc1C(=O)[Se]C(=NC1CCCCC1)NC1CCCCC1 | -99* | -31* | -80* | -95* | -93*
9 | O=c1ncc2c([nH]1)-c1cn(Cc3ccccc3)c(-c3ccccc3)c1CC2 | 98 | / | 131 | 96 | 101
10 | O=C1c2ccccc2C(=O)c2c1c(C(=O)Nc1ccccc1)c1ccccn21 | 96 | 74 | 98 | 62 | 100
11 | C=CCC1CCCC(=O)C1CC=C (centres undefined) | 94 | 96 | 115 | 104 | 95
12 | CCC(=O)c1cc2cccc(OC3OC(C(=O)O)C(O)C(O)C3O)c2c(O)c1C(C)=O (centres undefined) | 100 | 91 | 110 | 99 | 109
13 | CO[C@H]1CC[C@@]2(C)C(=CC[C@H]3[C@@H]4C[C@@H](O)C[C@@]4(C)CC[C@@H]32)C1 | 93 | 90 | 112 | 100 | 113
14 | CCOC(=O)CCN1CCN(c2ccccc2)CC1 | 114 | 91 | 116 | 107 | 131
15 | COc1ccc(Nc2nc(/N=C/c3ccc(OC)c(OC)c3)n[nH]2)cc1 | 96 | 104 | 113 | 98 | 92

no. | SNB-75 | HT29 | SW-620 | KM12
1 | 79 | 88 | 105 | 105
2 | 92 | 52 | 95 | 62
3 | 82 | 104 | 105 | 101
4 | 91 | 95 | 101 | 106
5 | 100 | 81 | 103 | 97
6 | 77 | 94 | 75 | 75
7 | 102 | 72 | 109 | 80
8 | -63* | -61* | / | -68*
9 | 94 | 104 | 110 | 123
10 | 100 | 78 | 108 | 96
11 | 85 | 104 | 111 | 113
12 | 94 | 91 | 102 | 103
13 | 97 | 110 | 105 | 96
14 | 100 | 104 | 112 | 102
15 | 96 | 104 | 102 | 108

New compounds follow.
no. | Molecule | SF-539 | PC-3 | DU-145 | SNB-19 | HCC-2998
16 | COc1ccc2nc(C)cc(Sc3nc4ccccc4s3)c2c1 | 55 | 53 | 37 | 62 | 74
17 | C#C[C@]1(O)CC[C@H]2[C@@H]3CC=C4c5sc(-c6ccc(C(F)(F)F)cc6)nc5CC[C@]4(C)[C@H]3CC[C@@]21C | 72 | 114 | 107 | 96 | 104
18 | O=C(O)c1cccc([N+](=O)[O-])c1/C=C/c1ccc(Cl)cc1 | 103 | 96 | 105 | 100 | 116
19 | CCc1ccc(-c2nc(SCC(=O)NC3CCCCC3)n[nH]2)cc1 | 93 | 77 | 102 | 99 | 76
20 | CC1Cc2ccc(OCCN(C)C)cc2C1=O (centres undefined) | 99 | 90 | 107 | 106 | 109
21 | CCn1cc(C(=O)O)c(=O)c2cc(F)c(N3CCN(CC(=O)Nc4ccc(/C(C)=N/O)cc4)CC3)cc21 | 99 | 93 | 105 | 103 | 102
22 | COC(=O)CCN1CCN(c2cccc(Cl)c2)CC1 | 139 | 88 | 133 | 115 | 106
23 | C=C1CC[C@@H]2[C@]3(C)COC(c4ccccc4)O[C@@H]3CC[C@@]2(C)[C@@H]1C/C=C1/C(=O)OC[C@H]1O (some centres undefined) | 92 | 82 | 92 | 97 | 108
24 | COc1cccc(-c2cc(-c3c[nH]c4ccccc34)nc(N)c2C#N)c1 | 49 | 51 | 66 | 73 | 62
25 | O=C(/C=C/C12c3ccccc3C(c3ccccc31)C1C(=O)NC(=O)C12)c1ccc(Cl)cc1Cl (centres undefined) | 39 | 16 | 23 | 27 | 68
26 | CCCCCCCCCCCCNC(=S)N/N=C/c1ccc(NC(C)=O)cc1 | 102 | 98 | 106 | 98 | 100
27 | COc1cc2[nH]c(C(=O)c3cc(OC)c(OC)c(OC)c3)c(N)c2cc1C#CC1CC1 | -39* | 17 | 29 | 45 | 66
28 | Cc1c(C(=O)O)c(=O)n(-c2ccccc2)n1C | 119 | 101 | 118 | 111 | 106
29 | O=C(Nc1ccc(F)cc1)Nc1cccc(-c2cc(=O)c3ccccc3o2)c1 | 104 | 89 | 86 | 100 | 105
30 | Fc1cccc(Oc2ccc(Nc3ncnc4ccc(OCCCN5CCOCC5)cc34)cc2Cl)c1 | 88 | 64 | 53 | 63 | 57

no. | SNB-75 | HT29 | SW-620 | KM12
16 | 46 | 26 | 31 | 51
17 | 86 | 108 | 100 | 101
18 | 93 | 106 | 105 | 101
19 | 85 | 101 | 81 | 82
20 | 98 | 99 | 101 | /
21 | 86 | 94 | 108 | 100
22 | 78 | 101 | 111 | 117
23 | 100 | 55 | 50 | 86
24 | 52 | 39 | 47 | 37
25 | 25 | 1.1* | 5.1* | 17
26 | 93 | 97 | 101 | 100
27 | -4.9* | 5.5* | 23 | 18
28 | 109 | 112 | / | 120
29 | 109 | 96 | 96 | 102
30 | 77 | 18 | 61 | 46

11 entries from above, bar-delimited.
# | molecule | SF-539 | PC-3 | DU-145 | SNB-19 | HCC-2998 | SNB-75 | HT29 | SW-620 | KM12
16 | COc1ccc2nc(C)cc(Sc3nc4ccccc4s3)c2c1 | 55 | 53 | 37 | 62 | 74 | 46 | 26 | 31 | 51
17 | C#C[C@]1(O)CC[C@H]2[C@@H]3CC=C4c5sc(-c6ccc(C(F)(F)F)cc6)nc5CC[C@]4(C)[C@H]3CC[C@@]21C | 72 | 114 | 107 | 96 | 104 | 86 | 108 | 100 | 101
18 | O=C(O)c1cccc([N+](=O)[O-])c1/C=C/c1ccc(Cl)cc1 | 103 | 96 | 105 | 100 | 116 | 93 | 106 | 105 | 101
19 | CCc1ccc(-c2nc(SCC(=O)NC3CCCCC3)n[nH]2)cc1 | 93 | 77 | 102 | 99 | 76 | 85 | 101 | 81 | 82
20 | CC1Cc2ccc(OCCN(C)C)cc2C1=O (centres undefined) | 99 | 90 | 107 | 106 | 109 | 98 | 99 | 101 | /
21 | CCn1cc(C(=O)O)c(=O)c2cc(F)c(N3CCN(CC(=O)Nc4ccc(/C(C)=N/O)cc4)CC3)cc21 | 99 | 93 | 105 | 103 | 102 | 86 | 94 | 108 | 100
22 | COC(=O)CCN1CCN(c2cccc(Cl)c2)CC1 | 139 | 88 | 133 | 115 | 106 | 78 | 101 | 111 | 117
23 | C=C1CC[C@@H]2[C@]3(C)COC(c4ccccc4)O[C@@H]3CC[C@@]2(C)[C@@H]1C/C=C1/C(=O)OC[C@H]1O (some centres undefined) | 92 | 82 | 92 | 97 | 108 | 100 | 55 | 50 | 86
24 | COc1cccc(-c2cc(-c3c[nH]c4ccccc34)nc(N)c2C#N)c1 | 49 | 51 | 66 | 73 | 62 | 52 | 39 | 47 | 37
25 | O=C(/C=C/C12c3ccccc3C(c3ccccc31)C1C(=O)NC(=O)C12)c1ccc(Cl)cc1Cl (centres undefined) | 39 | 16 | 23 | 27 | 68 | 25 | 1.1* | 5.1* | 17
26 | CCCCCCCCCCCCNC(=S)N/N=C/c1ccc(NC(C)=O)cc1 | 102 | 98 | 106 | 98 | 100 | 93 | 97 | 101 | 100

(next part)
no. | Molecule | SF-539 | PC-3 | DU-145 | SNB-19 | HCC-2998
31 | O=C1/C(=C/c2ccc(Br)cc2)Oc2cc(O)ccc21 | 109 | 94 | 102 | 103 | 104
32 | COc1ccc(-c2nc(N/N=C/c3ccc(O)c(OC)c3)nc(N3CCOCC3)c2C#N)cc1 | 90 | 93 | 96 | 96 | 106
33 | CN1CCc2c(sc3nc(-c4c(F)cccc4Cl)[nH]c(=O)c23)C1 | 95 | 108 | 107 | 95 | 110
34 | Cc1ccc(/C(=N/c2sc(-c3ccccc3)nc2-c2ccccc2)N2CCCC(C)C2)cc1 (centres undefined) | 103 | 100 | 107 | 104 | 112
35 | CCC(C)OC(=O)c1cc(-c2ccc(O)cc2)nc2ccccc12 (centres undefined) | 98 | 66 | 71 | 86 | 97
36 | Br/C(=N\Nc1nn[nH]n1)c1ccccc1 | 97 | 96 | 119 | / | 118
37 | COc1cc(C(O)C2C(=O)OCC2C2(c3ccc4c(c3)OCO4)SCCCS2)cc(OC)c1OC (centres undefined) | 102 | 84 | 103 | 96 | 98
38 | Cc1cc(-c2ccccc2)nn1-c1nc(Nc2ccccc2)nc(Nc2ccc(S(N)(=O)=O)cc2)n1 | 81 | 51 | 75 | 81 | 103
39 | O=C(CCSc1nc(-c2ccccc2)c(-c2ccccc2)o1)N1CCCCC1 | 99 | 78 | 96 | 88 | 107
40 | O=C1c2c(c3c4ccccc4n(CCCCCCBr)c3c3[nH]c4ccccc4c23)C(=O)N1O | -6.0* | 4.2* | 23 | 24 | 18
41 | Cc1ccc(-n2nc(C(C)(C)C)cc2NC(=O)NCc2cc(F)ccc2Oc2ccc3c(cnn3CCO)c2)cc1 | 22 | 34 | 42 | 48 | 20
42 | COc1ccc(-c2nc(SCC(=O)c3ccccc3)[nH]c(=O)c2C#N)cc1 | 96 | 94 | 106 | 93 | 105
43 | CCOC(=O)/C(=C/c1ccncc1)C(=O)c1ccccc1 | 92 | 81 | 108 | 106 | 92
44 | CCOC(=O)c1[nH]c(C)c(C(=O)OCC)c1C | 94&91 | 103&96 | 99&98 | 101&90 | 84&113
45 | Cc1cccnc1Br | 105 | 101 | 120 | 104 | 106

no. | SNB-75 | HT29 | SW-620 | KM12
31 | 96 | 96 | 101 | 105
32 | 62 | 105 | 104 | 98
33 | 98 | 94 | / | 103
34 | 115 | 105 | 102 | 102
35 | 79 | 83 | 97 | 31
36 | 81 | 110 | 102 | 114
37 | / | 102 | 102 | 96
38 | 105 | 70 | 72 | 72
39 | 77 | 96 | 94 | 90
40 | / | -20* | 15 | 11
41 | 33 | 5.7* | 26 | 8.7*
42 | 80 | 100 | 91 | 97
43 | 94 | 87 | 110 | 103
44 | 106&90 | 104&99 | 110&102 | 100&100
45 | 96 | 99 | 104 | 103

Entries of single compounds as entered above. Order of values: SF-539 | PC-3 | DU-145 | SNB-19 | HCC-2998 | SNB-75 | HT29 | SW-620 | KM12
`CN1CCc2c(sc3nc(-c4c(F)cccc4Cl)[nH]c(=O)c23)C1` in the list: 95 | 108 | 107 | 95 | 110 | 98 | 94 | / | 103
`Fc1cccc(Oc2ccc(Nc3ncnc4ccc(OCCCN5CCOCC5)cc34)cc2Cl)c1` in the list: 88 | 64 | 53 | 63 | 57 | 77 | 18 | 61 | 46

Following part
no. | Molecule | SF-539 | PC-3 | DU-145 | SNB-19 | HCC-2998
46 | C[C@]12CC[C@@H]3c4ccc(O)cc4CC[C@H]3[C@@H]1CC[C@@H]2NS(=O)(=O)c1ccc(Br)cc1 | 85 | 27 | 72 | / | 71
47 | Cc1ccc(N=Nc2ccc(N=Nc3c(S(=O)(=O)O)cc4cc(Nc5ccccc5)ccc4c3O)c3cc(S(=O)(=O)O)ccc23)cc1 | 110 | 101 | 108 | 101 | 95
48 | CCCCn1c(N)c(N(CC)C(=O)COc2ccc(C)c(C)c2)c(=O)[nH]c1=O | 90 | 101 | 93 | 90 | 91
49 | Oc1cccc(NC(c2ccc(OC(F)F)c(OCC3CC3)c2)c2nnnn2C2CCCCC2)c1 (centres undefined) | 101 | 88 | 102 | 101 | 126
50 | O=P(O)(c1ccccc1)c1ccccc1 | 104 | 95 | 113 | 104 | 94
51 | COc1c2c(c(OC)c3occc13)OC(C)=C1Sc3[nH]c(=S)[nH]c(=S)c3C12 (centres undefined) | 100 | 86 | 104 | 106 | 101
52 | Clc1nc(Cl)c2ncn(CCOCCn3cnc4c(Cl)nc(Cl)nc43)c2n1 | -90* | -93* | -99* | -89* | -87*
53 | CC(=O)c1ccc(C)cc1 | 114 | 106 | 114 | 109 | 105
54 | Cc1ccc(N=Nc2c(N)nn3c(-c4cc5ccccc5oc4=O)ccnc23)cc1 | -3.2* | 55 | 44 | 32 | -21*
55 | COc1cc(-c2nc(-c3ccccc3)c(-c3ccccc3)n2-c2ccc(S(=O)(=O)Nc3ncccn3)cc2)ccc1O | 78 | 79 | 101 | 68 | 83
56 | CCc1ccc(CC)c(CC)c1CC | 109 | 102 | 109 | 102 | 96
57 | O=C(Nc1ccccc1)Nc1ccc(OCC(=O)c2ccccc2)cc1 | 103 | 82 | 109 | 102 | 109
58 | Nc1ccc(S(=O)(=O)c2ccc([N+](=O)[O-])cc2)cc1 | 99 | 98 | 106 | 115 | 114
59 | Cc1ccc(-c2cc(NS(=O)(=O)/C=C/c3ccccc3)n[nH]2)cc1 | 102 | 83 | 106 | 106 | 96

no. | SNB-75 | HT29 | SW-620 | KM12
46 | 67 | 32 | 79 | 43
47 | 88 | 93 | 112 | 101
48 | 88 | 103 | 90 | 117
49 | 83 | 114 | 109 | 95
50 | 90 | 103 | 104 | 106
51 | 40 | 113 | 96 | 88
52 | -92* | -61* | -87* | -86*
53 | 90 | 111 | 106 | 106
54 | 94 | 30 | 31 | 31
55 | 86 | 95 | 100 | 71
56 | 89 | 99 | 99 | 107
57 | 103 | 100 | 102 | 100
58 | 80 | 106 | 114 | 106
59 | 97 | 100 | 98 | 101

Screening data from PubChem.
